Assay outcomes: PubChem, several laboratories
Redox H2O2 prof: compounds producing H2O2 with reducing agent – biochemical, NIH compound library profiling, artefact control for MLSCN library redox annotation, primary screen; DTT-dependent redox cycling H2O2, phenol red/HRP absorbance; 100% = 100 µM peroxide control, 0% = buffer; activation, % at 10 µM; 200,000 compounds, 0.03% hits;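 active = activation of at least 50% relative to the plate's high and low controls in the primary single-dose screen; inactive = activation below 50%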;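 also: compound incubated with DTT at 0.8 mM final as the reducing agent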
RAM network inh: inhibitors of the yeast RAM network. S. cerevisiae dse1pr::URA3 reporter, 5-FOA growth OD615, 2 d; analog-sensitive cbk1-as2 kinase mutant strain. inhibition, % at 50 µM. 190,000 compounds, 1.8% hits. AID 868;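 active = inhibition above a set limit, 3 SD over mean compound inhibition, cut at about 8.4% in these data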;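 also: 0% = DMSO-only wells with no growth and 100% = 10 µM 1-NA-PP1 full growth; inhibition rescues growth on 5-FOA so higher OD means more RAM inhibition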
L major viab: Leishmania major promastigote growth inhibition. inhibition, % at 10 µM. 200,000 compounds, 9% hits. Leishmania major promastigotes, resazurin fluorescence viability;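 also: promastigotes grown with compound for 44 hours at 28 °C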
Hsp70 act: switches on Hsp70 transcription; AID 1203; activation, % at 10 µM; HeLa Hsp70 promoter luciferase reporter, luminescence; scaled: vehicle 0, proteasome-inhibitor control 100%; 200,000 compounds, 0.04% hits;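 active = activation above the mean across all tested compounds plus 3 SD, cutoff set per campaign, cut at about 5.5% in these data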;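 also: 100% = MG132 at 30 µM as the positive control and 0% = DMSO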
PMI act: phosphomannose isomerase (human) activation; purified human PMI, coupled resazurin fluorescence, 20 min; hits give high values; 1 = vehicle control, 0 substrate-free wells; activation factor at 20 µM; 190,000 compounds, 0.005% hits; AID 1214;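 active = activation factor of 2 or more at 20 µM, relative to plate controls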
Target sequence (P34949 whole entry, looked up): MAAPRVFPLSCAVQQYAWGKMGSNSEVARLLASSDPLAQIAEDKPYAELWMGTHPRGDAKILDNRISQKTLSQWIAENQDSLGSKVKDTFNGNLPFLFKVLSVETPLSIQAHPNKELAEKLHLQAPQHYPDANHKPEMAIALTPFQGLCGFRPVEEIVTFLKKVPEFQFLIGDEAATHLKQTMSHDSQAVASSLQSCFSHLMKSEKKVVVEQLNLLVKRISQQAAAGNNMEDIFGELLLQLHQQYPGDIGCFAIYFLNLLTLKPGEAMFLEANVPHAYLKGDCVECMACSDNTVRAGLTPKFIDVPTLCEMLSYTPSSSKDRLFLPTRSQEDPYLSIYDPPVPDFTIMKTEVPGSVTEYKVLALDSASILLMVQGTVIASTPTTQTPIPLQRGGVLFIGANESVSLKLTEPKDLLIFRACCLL
S1P3 antagonist: S1P3 (human) receptor antagonism; Q99500; CHO S1P3 NFAT-BLA reporter, FRET fluorescence, antagonist mode; inhibition, % at 4.98 µM; 170,000 compounds, 0.27% hits; AID 485;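 active = inhibition above the plate cutoff, the mean inhibition of test wells on that plate plus 3 SD, cut at about 28% in these data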;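 also: cells challenged with S1P at its EC80 of 0.8 µM; blue over green emission ratio from cleaved BLA substrate after 4 h stimulation; 0% = S1P-stimulated wells and 100% = unstimulated DMSO-only wells; some compounds past the cut are filed as inactive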
Target sequence (Q99500 whole entry, looked up): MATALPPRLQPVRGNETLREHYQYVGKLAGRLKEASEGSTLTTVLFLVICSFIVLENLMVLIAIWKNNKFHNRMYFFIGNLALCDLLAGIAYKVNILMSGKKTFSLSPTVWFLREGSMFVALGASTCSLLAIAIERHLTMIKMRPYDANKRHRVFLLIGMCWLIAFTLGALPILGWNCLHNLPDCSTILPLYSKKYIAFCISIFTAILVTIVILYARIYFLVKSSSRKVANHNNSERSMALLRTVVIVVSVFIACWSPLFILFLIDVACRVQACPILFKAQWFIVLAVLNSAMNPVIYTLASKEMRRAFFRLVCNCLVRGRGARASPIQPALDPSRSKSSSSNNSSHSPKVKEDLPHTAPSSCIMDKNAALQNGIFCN
Diaphorase act: diaphorase activation or chemical reduction counter-screen. 190,000 compounds, 0.005% hits. activation factor at 20 µM. Diaphorase/resazurin coupled assay, resorufin fluorescence, 16 min; hits give high values; 1 = vehicle wells, 0 = NADH-free wells;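 active = diaphorase activity raised at least twofold by the compound at 20 µM; inactive = activation factor below 2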
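Material: bacterial diaphorase enzyme (C. kluyveri); amount: enzyme 0.07 U/mL final; reagent: NADH substrate 0.114 mM plus resazurin dye 0.1 mM, final; doses: single compound dose of 20 µM, 1% DMSO final; timing: 16 min enzyme reaction, ambient temperature; measured by: fluorescence of resorufin, 544 nm excitation, 590 nm emission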
G6PDH counter: counter-screen for G6PDH assay hits: L. mesenteroides G6PDH inhibition | Purified L. mesenteroides G6PDH, diaphorase/resazurin coupled fluorescence, 45 min | inhibition, % at 5 µM | 200,000 compounds, 0.12% hits
Diaph inh CS: diaphorase inhibition or chemical oxidation counter-screen; diaphorase resazurin-to-resorufin fluorescence, NADH, 16 min; bacterial (C. kluyveri) enzyme, not human; inhibition, % at 20 µM; 190,000 compounds, 0.69% hits;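 active = primary screen inhibition at 20 µM above a set limit, cut at about 50% in these data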;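 also: plate controls were DMSO with full reaction for no effect and wells lacking NADH for full effect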
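Test system: Clostridium kluyveri diaphorase enzyme / Quantity: diaphorase at 0.14 U/mL in enzyme working solution / Incubation: 16-min room-temperature incubation before reading / Benchmarks: NADH-free wells as positive control, DMSO-only neutral wells / Signal: resorufin fluorescence 544/590 nm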
PMI act hi M6P: increases human PMI activity with near-saturating mannose 6-phosphate | coupled PMI enzyme assay, resazurin fluorescence, 20 min; hits give high values; 1 = untreated enzyme, 0 = substrate-free blank | activation factor at 20 µM | 190,000 compounds, 0.34% hits;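 active = activation factor of 2 or more at 20 µM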
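assay system = human phosphomannose isomerase with PGI, G6PDH, diaphorase coupling enzymes | quantity = 15 ng/mL PMI | incubation = enzyme reaction with compound 20 min at room temperature | medium = HEPES pH 7.4 buffer with MgCl2 and Tween-20 | compound dosing = one concentration, 20 µM, in 1% DMSO | measured by = Diaphorase-driven resazurin-to-resorufin fluorescence, excitation 544, emission 590 nm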
TLR4-MyD88 BLA: inhibitors of human TLR4-MyD88 binding; HeLa CL3-4 TLR4/MyD88 BLA complementation, FRET ratio; O00206+Q99836; AID 861; inhibition, % at 8.4 µM; 200,000 compounds, 0.18% hits; in the data active = inhibition above about 25%;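 also: 0% = vehicle and 100% = reference inhibitor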
* marks the source's active call; other numbers are inactive results; nt = not tested or not shown. Rule as the data show it, unless noted: active = inhibition above about 50%; inactive = the rest.

SMILES,Redox H2O2 prof,RAM network inh,L major viab,Hsp70 act,PMI act,S1P3 antagonist,Diaphorase act,G6PDH counter,Diaph inh CS,PMI act hi M6P,TLR4-MyD88 BLA
COc1ccc(NC(=S)NC(=O)c2ccccc2Cl)cc1,0.0,0.1,5,-0.3,0.8,-3,0.8,15,23,0.8,7
COc1ccc(OCCNC(=O)/C=C/c2ccccc2)cc1,0.2,1.0,-6,0.1,1,-11,0.8,11,21,1,6
Cc1c(C(=O)NCCSCc2ccccc2)cccc1[N+](=O)[O-],-0.8,-1.2,-3,0.0,1,5,1,9,-4,1.1,-1
CC1CCCC(NC(=O)CC2Nc3ccccc3NC2=O)C1C (stereo unspecified),-0.1,3.6,5,0.1,1.1,-5,0.9,13,7,1,-5
CCC(=O)N1CCc2cc(OC)c(OC)cc2C1COc1ccc(C(=O)OC)cc1 (stereo unspecified),-3.8,0.5,20,-0.3,0.8,nt,0.7,-10,29,0.8,-7
O=C(Nc1nc2ccc(F)cc2s1)C1CCCO1 (stereo unspecified),0.4,-0.1,2,0.2,1,nt,0.9,4,6,1.1,6
C/C(=N\NC(=O)Cc1cc(=O)[nH][nH]1)c1cccc([N+](=O)[O-])c1,-0.1,-0.8,-5,-0.2,0.9,-16,0.9,1,12,0.9,0
CC1=NNC(=O)C1CCC(=O)N/N=C\c1ccc(Cl)c(Cl)c1 (stereo unspecified),0.0,0.1,-4,-0.1,1.1,3,1,-3,1,1,-10
CCOC(=O)C1CCCN(C(=O)Cn2nc(Cc3cccnc3)c3ccccc3c2=O)C1 (stereo unspecified),-1.7,-0.3,-6,-0.1,0.9,-22,0.9,2,7,1,4
c1coc(-c2nc3nc4ccccc4nc3n2CC2CCCO2)c1 (stereo unspecified),0.6,-0.1,25,-0.3,1.1,nt,0.8,-4,20,1.2,-3
CCOC(=O)c1cnc(SCC(=O)Nc2cc(OC)cc(OC)c2)nc1N,1.3,2.9,3,-0.3,1,-20,1,1,5,1,-4
O=C(Nc1cccc(Cl)c1)NC1CC2CCC(C1)N2Cc1ccco1 (stereo unspecified),-1.8,1.6,5,-0.2,1,1,1,6,-1,1,2
COc1ccc(N(Cc2ccccc2)S(=O)(=O)c2cccc(C(=O)NC3=NCCS3)c2)cc1,-1.8,6.2,8,-0.4,0.8,nt,0.8,-2,18,0.9,3
COc1ccccc1C(=O)C1CCCN(C(=O)CCc2ccccn2)C1 (stereo unspecified),-0.3,2.2,-3,-0.3,0.9,-6,1,10,-1,0.9,-13
O=C(CNCc1ccccc1Cl)Nc1ccccc1N1CCCCC1,-0.3,0.6,3,-0.3,0.9,5,0.7,12,29,0.9,-5
Cc1ccccc1CN(C)C(C)C(=O)Nc1ccccc1F (stereo unspecified),-0.3,0.0,5,-0.3,1,2,0.9,0,8,1,-7
O=C(NCCCN1CCOCC1)c1ccccc1NS(=O)(=O)c1cc([N+](=O)[O-])ccc1Cl,-0.1,2.6,-5,0.0,1,2,0.9,-16,12,1.1,5
COCC[N+]1(C)CCCCC1,-1.5,2.5,-6,0.1,0.5,9,0.9,-1,12,0.8,-19
O=C(/C=C/c1ccc(Cl)cc1)N(Cc1ccccc1)C1CCS(=O)(=O)C1 (stereo unspecified),0.2,0.9,3,0.1,1,2,0.9,3,13,1,-7
Cc1oncc1-c1csc(-c2ccccc2Cl)n1,-0.4,9.5*,1,0.0,1,3,1,1,4,1,-3
CC(CN1CCN(C)CC1)OC(=O)c1ccc(Cl)cc1 (stereo unspecified),0.1,0.5,47,0.3,1.2,0,0.9,4,7,1.1,1
C/C(=N\NC(=O)CN(c1ccccc1Br)S(C)(=O)=O)c1ccc2c(c1)OCCO2,-0.8,1.8,51*,-0.2,1,-7,0.8,8,17,1,4
Cc1ccc(C(=O)CSC2=NC(N)=C(C#N)C3(CCCCC3)C2C(N)=O)cc1 (stereo unspecified),-2.2,3.9,-12,-0.2,1,3,0.8,3,19,0.9,-2
O=C1CC(C(F)(F)C(F)(F)C(F)(F)C(F)(F)F)=Nc2ccccc2N1,0.1,3.0,1,0.5,1,nt,0.9,4,8,1,4
N=C(N)N1CCN(Cc2ccccc2)CC1,-0.2,0.0,-3,0.0,1,-14,1.1,11,-8,1,-1
Cc1nc2c3cnn(-c4ccc(C)c(C)c4)c3ncn2n1,2.8,0.8,-2,-0.3,1,-12,1,1,3,1,-1
CC(C)C(NC(=O)C(c1ccccc1)c1ccccc1)c1nc2ccccc2[nH]1 (stereo unspecified),-1.1,1.8,10,-0.2,1,nt,0.9,-2,6,1,4
Cc1c2c(n3c(nc4ccccc43)c1C#N)N(c1ccccc1)CC2,0.9,3.0,53*,-0.3,0.9,12,0.7,20,30,0.5,-8
CC(C)(C)c1[nH]nc2c1C(c1ccco1)C(C#N)=C(N)O2 (stereo unspecified),-0.3,2.9,17,0.0,1,-16,1,4,4,1,1
CCn1c(SCC(=O)NC2CCCCC2)nnc1-c1cc2cccc(OC)c2o1,2.0,0.9,3,-0.2,0.9,nt,0.9,8,12,0.8,-2
COc1cccc(NC(=S)N(CCCN2CCCC2)Cc2cccn2Cc2ccc(Cl)cc2)c1,0.2,4.5,91*,0.3,0.8,1,0.9,1,10,0.9,-6
Cc1cc(N2CCOCC2)nc(SCC(=O)OCc2ccccc2)n1,-1.0,-0.3,1,-0.2,1,-2,0.9,1,6,1,-3
C=C(c1cccc2ccccc12)P(=O)(O)O,2.3,-1.0,-6,0.1,1.1,21,0.7,4,34,1.2,12
CCCCCOC(=O)c1ccc(NC(=O)c2ccco2)cc1,-0.3,4.7,-2,0.0,0.8,5,1,3,2,0.9,1
Cc1cc2oc(=O)c3c(c2cc1OCc1nn[nH]n1)CCCC3,-0.8,1.7,-10,-0.1,1,-13,0.8,5,22,0.9,-3
COC(=O)c1c(-c2ccc(C)cc2)csc1NC(=O)Cc1ccc(OC)c(OC)c1,0.0,7.1,1,-0.1,0.8,nt,0.8,5,23,0.8,4
Cc1ccc(NC(=O)CN2CCc3ccccc3C2)cc1,0.3,0.6,-2,0.1,1,nt,1,2,1,1,3
CN1CCN(S(=O)(=O)c2cccc(C(=O)NC3CCCc4ccccc43)c2)CC1 (stereo unspecified),0.1,-0.7,21,0.0,0.9,6,0.8,8,16,0.9,-2
Cc1cccc(NC(=O)CSc2nnc(CNC(=O)c3ccc(S(=O)(=O)N(C)C)cc3)n2-c2ccccc2)c1,0.4,7.1,55*,-0.3,1,-9,1,13,1,1,3
C=CCN1C(=O)CN=C1Nc1cc(C)ccc1C,-1.6,1.4,-1,-0.2,1.1,-2,0.9,16,10,1.1,13
COc1cccc(CC(=O)N2CCN(c3ccccc3[N+](=O)[O-])CC2)c1,-0.1,-1.1,21,0.0,1.1,5,1,9,2,1,8
Cc1c(Br)c([N+](=O)[O-])nn1CC(=O)Nc1ccc(Cc2ccncc2)cc1,5.1,0.4,36,-0.5,1,13,0.9,10,13,0.9,-6
C/C(=N\NC(=O)c1ccc([N+](=O)[O-])cc1)c1cccc([N+](=O)[O-])c1,-1.5,1.0,0,-0.1,1,-19,1,1,-1,1,4
Cc1cccc(C)c1NC(=O)CN(C)c1ccc(C(F)(F)F)cn1,0.5,4.5,47,-0.3,1.2,9,1.1,7,-14,1.2,9
CCN(CC)S(=O)(=O)c1cccc(NC(=O)c2ccccc2Br)c1,-1.1,3.7,-3,-0.2,1,-17,1,5,0,1,4
CCN1CCc2c(sc(NC(=O)c3ccc(S(=O)(=O)N4CCOCC4)cc3)c2C(=O)OC)C1,1.3,0.4,76*,-0.2,1.1,-14,1,0,-2,1.2,4
Cn1c(=O)c2c(nc(CN3CCN(C(=O)c4ccco4)CC3)n2Cc2ccc(F)cc2)n(C)c1=O,-1.2,-0.6,1,-0.2,0.9,-4,0.9,5,10,1,-13
COc1cccc(-c2nc(-c3ccc(NC(=O)Cc4ccccc4OC)cc3)no2)c1,1.6,3.7,-6,0.2,0.8,15,0.8,-33,22,0.8,-15
CC1=CN2C(=N)/C(=C/c3ccc(Sc4ccc(C)cc4)o3)C(=O)N=C2S1,-0.1,6.0,-3,-0.4,0.9,-19,0.9,-2,13,0.9,1
CCC(=O)N1CCc2cc(S(=O)(=O)CCC(=O)N3CCc4ccccc4C3)ccc21,1.6,4.5,-8,0.3,0.9,-44,1,-6,0,1,0

The results go on.
SMILES,Redox H2O2 prof,RAM network inh,L major viab,Hsp70 act,PMI act,S1P3 antagonist,Diaphorase act,G6PDH counter,Diaph inh CS,PMI act hi M6P,TLR4-MyD88 BLA
CCOC(=O)c1ccc(NC(=O)N2CC(C)OC(C)C2)cc1 (stereo unspecified),0.8,0.1,-7,-0.2,0.9,19,1,-2,-1,1,-4
COc1ccc(S(=O)(=O)NC(CC(=O)NCc2ccc3c(c2)OCO3)c2ccco2)cc1 (stereo unspecified),-0.9,4.8,-2,0.2,1,9,0.9,3,6,1.1,-2
Cn1nnnc1SCC(=O)Nc1ccccc1C(N)=O,-0.3,3.2,2,1.2,1.1,-20,1.1,-4,-6,1.1,-13
CCc1c(O)nc(SCC(=O)Nc2ccccc2OC)[nH]c1=O,3.1,-0.2,-5,-0.2,0.9,1,0.8,-2,19,1,-5
CCOc1cccc(/C=C/c2ccc3ccccc3n2)c1OC(C)=O,-1.8,2.3,66*,-0.4,1,-3,1,7,-2,1,8
Cc1ccccc1OCc1nc2ccccc2c(=O)n1/N=C/c1c[nH]c2ccccc12,0.2,3.6,2,-0.1,0.9,-4,0.8,-6,21,0.9,8
C=CCNC(=O)C1CCN(c2cc(C)nc(-c3ccccc3)n2)CC1,-1.4,1.2,5,0.0,0.9,-4,1,8,3,1,10
